Source: PubChem BioAssay
TLR9-MyD88 block: blocks human TLR9 binding to MyD88; inhibition, % at 4.98 µM; 0.21% of 340,000 active; CHO BLA complementation TLR9-MyD88, CCF4 FRET ratio; AID 504734;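 active = inhibition above the mean over all tested compounds plus 3 SD, cut at about 21% in these data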;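 also: 0% = DMSO only wells and 100% = clavulanate BLA inhibitor control wells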
ABCB6 inh MLPCN: inhibitors of human ABC transporter ABCB6; K562-ABCB6 porphyrin accumulation, flow cytometry, 1 h; hits give low values; fluorescence ratio to DMSO, % at 10 µM; 0.19% of 360,000 active; AID 602162;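 active = fluorescence ratio to DMSO below 75%, the collection mean minus 3 SD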;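 also: signal is porphyrin accumulated inside mitochondria; 100% equals median channel fluorescence of DMSO control wells; lower ratio means ABCB6 inhibition with less porphyrin fluorescence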
Granule exo inh: blocks lytic granule exocytosis. TALL-104 LAMP-1 surface exposure, flow cytometry; cells stimulated with thapsigargin and PMA. inhibition, % at 10 µM. 0.66% of 360,000 active. AID 651702;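 active = inhibition above about 55%, limit read from the data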
MC4R ag barr: activates human MC4R beta-arrestin recruitment; P32245; activation, % at 8.9 µM; AID 540308; U2OS MC4R beta-arrestin complementation, luminescence; percent of melanotan II response, DMSO zero; 0.98% of 360,000 active;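 active = activation above a per-plate cutoff, the mean activation of sample wells on that plate plus 3 SD, cut at about 8% in these data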
aDG glyco up: increases alpha dystroglycan glycosylation; Pro5-aDG cells, alpha-DG glycosylation AlphaScreen (IIH6); 0% Pro5, 100% B10-LARGE cell signal; activation, % at 10 µM; 0.22% of 360,000 active;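 active = activation of at least 8% versus controls, or a plate z-score of at least 8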;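 also: Pro5 are CHO cells carrying HIG-tagged alpha-DG that lacks glycosylation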
NOD2 RIPK2 PPI: NOD2-RIPK2 protein interaction inhibition. O43353. CHO BLA complementation NOD2-RIPK2, CCF4 ratio. inhibition, % at 4.98 µM. 0.38% of 360,000 active. AID 624267; in the data active = inhibition above about 21%;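 also: 0% = vehicle only and 100% = reference blocker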
Vif imaging: HIV Vif inhibition. 0.35% of 340,000 active. inhibition, % at 7.49 µM. HEK293T cells, Vif self-association by quenched fluorescence, imaging, 24 h; in the data active = inhibition above about 50%, passing the limit was not always enough; also: some results filed as inactive read as strong as hits
ABHD5 PLIN5 PPI: ABHD5-PLIN5 protein interaction inhibition; Split G. princeps luciferase complementation, luminescence, 4 h; inhibition, % at 4 µM; 0.78% of 360,000 active;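 active = inhibition above the mean inhibition across every tested compound plus 3 SD, cut at about 22% in these data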;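 also: 0% = DMSO only wells and the 100% control is not disclosed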
Target sequence (Q00G26 whole entry, looked up): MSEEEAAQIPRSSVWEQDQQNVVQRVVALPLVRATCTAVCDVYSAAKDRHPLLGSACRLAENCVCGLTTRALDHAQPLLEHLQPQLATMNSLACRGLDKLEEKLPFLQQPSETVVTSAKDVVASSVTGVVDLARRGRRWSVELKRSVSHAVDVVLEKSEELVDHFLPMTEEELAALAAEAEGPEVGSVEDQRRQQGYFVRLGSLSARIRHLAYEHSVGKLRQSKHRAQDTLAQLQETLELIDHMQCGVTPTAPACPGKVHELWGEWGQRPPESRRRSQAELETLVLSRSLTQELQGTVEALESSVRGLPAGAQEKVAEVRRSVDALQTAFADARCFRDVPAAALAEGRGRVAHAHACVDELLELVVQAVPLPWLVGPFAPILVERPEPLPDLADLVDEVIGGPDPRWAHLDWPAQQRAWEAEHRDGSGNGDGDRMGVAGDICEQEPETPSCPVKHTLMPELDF
Target sequence (Q8WTS1 whole entry, looked up): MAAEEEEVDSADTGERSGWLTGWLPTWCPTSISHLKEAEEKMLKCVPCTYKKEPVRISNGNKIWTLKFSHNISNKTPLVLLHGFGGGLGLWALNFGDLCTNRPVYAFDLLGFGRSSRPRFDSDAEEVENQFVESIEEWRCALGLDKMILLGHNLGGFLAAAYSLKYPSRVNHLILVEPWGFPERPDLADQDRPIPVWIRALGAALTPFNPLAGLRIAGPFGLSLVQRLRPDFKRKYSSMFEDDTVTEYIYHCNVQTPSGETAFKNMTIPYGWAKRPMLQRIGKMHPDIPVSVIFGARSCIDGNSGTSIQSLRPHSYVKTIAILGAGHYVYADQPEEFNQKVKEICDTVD
MC4R antagonist: blocks human MC4R cAMP signaling; P32245; MC4R-expressing cells, MTII-stimulated cAMP, LANCE TR-FRET; inhibition, % at 6.5 µM; 0.48% of 360,000 active; AID 540295;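 active = inhibition above its plate's cutoff, the mean of tested wells on that plate plus 3 SD, cut at about 29% in these data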;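 also: 0% = Melanotan II alone and 100% = Melanotan II plus saturating MCL0020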
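Test system: U2OS cells stably expressing human melanocortin 4 receptor (MC4R); also added: Melanotan II challenge; compound: 6.5 µM single dose; timing: 30-min compound preincubation, 1-h Melanotan II challenge, 1-h detection, room temperature; signal: Eu-cAMP/anti-cAMP TR-FRET, emission 671 nm; repeats: one well per compound, no replicates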
N-glyco inh: N-linked glycosylation inhibition; D54 ERlucT glycosylation luciferase reporter, 24 h; percent of 100 nM tunicamycin response; reporter increase, % at 12.5 µM; 0.23% of 360,000 active; AID 588692;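 active = mean luciferase reporter signal, scaled so untreated is 0 and the glycosylation-blocking control 100, at or above a set limit in every replicate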;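 also: luciferase carries N-glycosylation sites so blocking glycosylation raises the light; 0% = median of neutral control wells and 100% = median of 100 nM tunicamycin wells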
An asterisk follows results filed as active; x = no result given. A portion of the library (hit frequency here may not be typical).

TLR9-MyD88 block | ABCB6 inh MLPCN | Granule exo inh | MC4R ag barr | aDG glyco up | NOD2 RIPK2 PPI | Vif imaging | ABHD5 PLIN5 PPI | mol | MC4R antagonist | N-glyco inh
-12 | 97 | 2 | -1.5 | 1.5 | 6 | 10 | 13 | CC(C)(C)NCCC(O)c1cc(C(F)(F)F)nc2c(C(F)(F)F)cccc12 (stereo unspecified) | -2 | 6
6 | 95 | 2 | -0.8 | 0.0 | 6 | -1 | 1 | O=C(CN1CCCc2ccccc21)Nc1cccc(S(=O)(=O)N2CCCC2)c1 | 0 | -3
-4 | 99 | -1 | -0.2 | -0.4 | -12 | 8 | -1 | O=C(NC(O)C(=O)c1cccs1)c1cccnc1 (stereo unspecified) | 6 | 0
x | 95 | 3 | -0.6 | 0.0 | -12 | -5 | -6 | CC(O)(c1cccc(F)c1)c1nc(-c2cccc(C#N)c2)cs1 (stereo unspecified) | 8 | -3
-11 | 100 | 2 | -0.4 | -0.6 | -6 | -1 | 3 | COCCNC(=O)CSc1ccc(Cl)cc1 | 18 | 1
-8 | 103 | -1 | -1.1 | -0.1 | 8 | -3 | -4 | CC1CC(C)CN(C(=S)Nc2ccc(OC(F)F)cc2)C1 (stereo unspecified) | -5 | -2
1 | 94 | 26 | -1.9 | 1.0 | -7 | -1 | -5 | COc1ccc(C(C)=O)cc1COc1ccc(Cl)c(C)c1 | -5 | -7
x | 97 | 9 | 1.6 | 0.0 | 11 | 6 | -2 | Cc1ccc(CN2C(=O)C(C)Sc3ccc(C#N)cc32)cc1 (stereo unspecified) | -4 | -3
-5 | 94 | 1 | -1.4 | -0.1 | 0 | 4 | 2 | C=CCn1c(C)cc(C(=O)CSc2nnc(Cc3ccccc3)o2)c1C | 9 | 0
4 | 100 | 4 | -1.9 | -0.4 | -11 | 9 | 1 | O=C1CC(NNc2nc3ccccc3s2)C(=O)N1c1ccccc1 (stereo unspecified) | 10 | 2
5 | 102 | -3 | -1.4 | 0.1 | -3 | -1 | 8 | Cn1nc(C(F)(F)F)cc1C(=O)O | 0 | -1
1 | 96 | -19 | -0.6 | 0.1 | 12 | -1 | 0 | O=S(=O)(NCc1cccnc1)c1ccc(Br)c2ccccc12 | 9 | -1
-9 | 93 | 0 | 1.5 | -0.1 | -6 | 0 | -6 | COC(=O)c1cccnc1SCc1ccccc1 | -6 | -3
0 | 98 | 2 | -1.6 | 0.0 | -6 | -8 | 2 | COc1ccc(-n2nc(C(=O)NCC(=O)NC(C)C)c3ccccc3c2=O)cc1OC | 1 | 0
-4 | 91 | -6 | -0.9 | -0.1 | -7 | -3 | 6 | COc1ccc(CNC(=O)C2CCN(S(=O)(=O)c3cccc4nonc34)CC2)cc1 | 0 | 0
-3 | 92 | -1 | 0.5 | -0.5 | -7 | 0 | 2 | O=C(N/N=C/c1cccnc1)c1[nH]ncc1Br | 2 | 1
3 | 93 | -10 | 0.0 | 0.3 | 2 | x | -1 | CCOC(=O)c1c(NC(=O)CSc2ncn[nH]2)sc(C(=O)N(C)C)c1C | 2 | 2
-6 | 95 | -7 | 4.0 | 0.1 | 6 | -2 | -1 | CCn1nc(C)c(Br)c1-c1nc(CS(=O)(=O)c2ccc(F)cc2)no1 | 7 | 1
-4 | 94 | -1 | 1.9 | -0.4 | -11 | 32 | 7 | Cc1ccc(NC(=O)c2cc(C(=O)c3cc(Cl)ccc3O)cn(-c3ccc(C)cc3)c2=O)cc1 | 0 | 1
1 | 98 | 4 | -4.9 | 0.7 | -6 | 9 | 4 | COc1ccccc1NC(=O)N1CCN(C)CC1 | 11 | 0

By substructure, the entries above containing an NH in an aromatic ring.
TLR9-MyD88 block | ABCB6 inh MLPCN | Granule exo inh | MC4R ag barr | aDG glyco up | NOD2 RIPK2 PPI | Vif imaging | ABHD5 PLIN5 PPI | mol | MC4R antagonist | N-glyco inh
-3 | 92 | -1 | 0.5 | -0.5 | -7 | 0 | 2 | O=C(N/N=C/c1cccnc1)c1[nH]ncc1Br | 2 | 1
3 | 93 | -10 | 0.0 | 0.3 | 2 | x | -1 | CCOC(=O)c1c(NC(=O)CSc2ncn[nH]2)sc(C(=O)N(C)C)c1C | 2 | 2

6 records picked at random from those above, as already listed:
TLR9-MyD88 block | ABCB6 inh MLPCN | Granule exo inh | MC4R ag barr | aDG glyco up | NOD2 RIPK2 PPI | Vif imaging | ABHD5 PLIN5 PPI | mol | MC4R antagonist | N-glyco inh
-5 | 94 | 1 | -1.4 | -0.1 | 0 | 4 | 2 | C=CCn1c(C)cc(C(=O)CSc2nnc(Cc3ccccc3)o2)c1C | 9 | 0
x | 97 | 9 | 1.6 | 0.0 | 11 | 6 | -2 | Cc1ccc(CN2C(=O)C(C)Sc3ccc(C#N)cc32)cc1 (stereo unspecified) | -4 | -3
5 | 102 | -3 | -1.4 | 0.1 | -3 | -1 | 8 | Cn1nc(C(F)(F)F)cc1C(=O)O | 0 | -1
-4 | 99 | -1 | -0.2 | -0.4 | -12 | 8 | -1 | O=C(NC(O)C(=O)c1cccs1)c1cccnc1 (stereo unspecified) | 6 | 0
-12 | 97 | 2 | -1.5 | 1.5 | 6 | 10 | 13 | CC(C)(C)NCCC(O)c1cc(C(F)(F)F)nc2c(C(F)(F)F)cccc12 (stereo unspecified) | -2 | 6
6 | 95 | 2 | -0.8 | 0.0 | 6 | -1 | 1 | O=C(CN1CCCc2ccccc21)Nc1cccc(S(=O)(=O)N2CCCC2)c1 | 0 | -3

The list continues:
TLR9-MyD88 block | ABCB6 inh MLPCN | Granule exo inh | MC4R ag barr | aDG glyco up | NOD2 RIPK2 PPI | Vif imaging | ABHD5 PLIN5 PPI | mol | MC4R antagonist | N-glyco inh
-3 | 99 | -4 | -2.9 | 0.2 | -11 | 6 | 2 | CCNC(=O)/C(C#N)=C/c1c(N2CCOCC2)nc2ccccn2c1=O | 20 | -1
-8 | 96 | 2 | -1.0 | -0.1 | 1 | -3 | -1 | COc1ccc(S(=O)(=O)N2CCC(C(=O)N3CCOCC3)CC2)cc1OC | 12 | 0
-2 | 100 | -7 | -4.1 | 0.3 | 19 | 2 | 4 | O=C(COC(=O)c1cccc(-n2cnnn2)c1)Nc1c(Cl)cccc1C(F)(F)F | 6 | 3
-9 | 93 | -3 | -1.2 | 0.1 | 0 | -13 | -4 | Cc1ccc(NC(=O)c2sc3nc(C)nc(N4CCN(c5ccccn5)CC4)c3c2C)c(C)c1 | -6 | 1
-3 | 98 | 26 | 1.4 | -0.2 | -15 | -11 | 12 | Cc1cccc(NC(=O)c2ccc(OCc3c(C)noc3C)cc2)c1C | -2 | 8
x | 94 | 1 | -1.2 | 0.1 | -5 | 16 | 6 | Cc1nc2ccc(NC(=O)C3(C)CCCN(C(C)C)C3)cc2o1 (stereo unspecified) | 3 | -1
3 | 93 | 0 | -0.7 | 0.5 | 6 | 14 | 3 | COc1ccc(-c2nn(-c3ccccc3)cc2C(=O)N2CCN(C(=O)c3ccco3)CC2)cc1 | -1 | -1
-8 | 100 | 86* | 1.4 | -0.8 | 9 | -16 | 3 | CCc1ccc(S(=O)(=O)/N=C2\C=C(Nc3ccc(O)cc3)C(=O)c3ccccc32)cc1 | -25 | -19
-6 | 98 | -2 | -0.4 | 0.3 | 10 | 9 | 0 | Cc1ccccc1Nc1c(-c2cccnc2)nc2cccc(C)n12 | 12 | -3
0 | 97 | -3 | -1.6 | 0.4 | 3 | 2 | 4 | Cc1cc(C(=O)NNc2ccc(Cl)cc2)no1 | -1 | 3
x | 92 | -2 | x | 0.0 | -13 | x | 7 | CCOC(=O)C1=CC[C@@H](c2ccccc2)N(S(=O)(=O)c2ccc(C)cc2)[C@H]1c1ccc(CC)cc1 | x | -9
x | 97 | 0 | 0.4 | 0.0 | -6 | 3 | -4 | CCc1nc2ccc(C(=O)NCCN3CCNC3=O)cn2c1N(C)CCC(C)C | 11 | 0
-7 | 100 | 3 | -0.1 | 0.0 | -10 | -6 | -4 | CCOCC(=O)Nc1ccc(S(=O)(=O)NCC2CCCO2)cc1 (stereo unspecified) | 0 | 0
-1 | 95 | -2 | -0.1 | 0.0 | -1 | -18 | -4 | Cc1ccc(Nc2ncccc2C(N)=O)cc1 | -4 | -2
2 | 92 | -1 | -2.6 | 0.1 | -8 | 14 | 9 | Cc1ccccc1N(C(=O)c1ccccn1)C(C(=O)NCc1ccccc1)c1cccnc1 (stereo unspecified) | 9 | -1
-2 | 93 | 7 | 1.5 | -0.1 | 0 | -1 | 1 | O=[N+]([O-])c1cc([N+](=O)[O-])c(Oc2ccccc2F)cc1NN1CCCCC1 | 5 | -3
-8 | 142 | -3 | -1.8 | -0.1 | 0 | -17 | -7 | Cc1nc(N2CCC3(CC2)OCCO3)c2nnn(Cc3ccccc3F)c2n1 | -14 | 2
-1 | 97 | 9 | 0.1 | 0.0 | -2 | -10 | -1 | O=C(NCC1CCCO1)c1cccc(S(=O)(=O)Nc2ccccc2Cl)c1 (stereo unspecified) | 0 | 3
6 | 99 | -9 | -2.1 | -0.1 | -5 | 11 | 4 | COc1ccc(-c2nc3ncccn3c2Nc2ccccc2)cc1 | 5 | 0
6 | 98 | -1 | -0.8 | -0.2 | -7 | -9 | 4 | Cc1nc2cc(C(=O)O)ccc2n1-c1ccccc1 | 4 | 1

Limited to aDG glyco up and ABHD5 PLIN5 PPI (2 entries from above):
molecule	aDG glyco up	ABHD5 PLIN5 PPI
Cc1ccc(Nc2ncccc2C(N)=O)cc1	0.0	-4
Cc1ccccc1N(C(=O)c1ccccn1)C(C(=O)NCc1ccccc1)c1cccnc1 (stereo unspecified)	0.1	9

(next part)
TLR9-MyD88 block | ABCB6 inh MLPCN | Granule exo inh | MC4R ag barr | aDG glyco up | NOD2 RIPK2 PPI | Vif imaging | ABHD5 PLIN5 PPI | mol | MC4R antagonist | N-glyco inh
11 | 101 | -1 | 3.7 | -0.1 | 6 | 13 | 3 | Cc1ccc(-c2c(C)n([O-])c3c([n+]2=O)CCC3)cc1 | -6 | 1
3 | 114 | 3 | -1.6 | -0.3 | -9 | x | -2 | CC(=O)c1ccc(N2CCN(S(=O)(=O)c3cccc(S(=O)(=O)N4CCOCC4)c3)CC2)cc1 | -2 | 0
4 | 100 | 14 | -0.7 | 2.8* | -1 | 16 | -2 | N/C(=N\OC(=O)Nc1ccccc1)c1ncc([N+](=O)[O-])s1 | 6 | 16
-4 | 96 | 8 | -1.4 | 0.1 | -3 | 1 | 3 | CC1=CC(C)C(CN(CCC[N+](C)(C)C)C(=O)Nc2ccccc2)C(C)C1 (stereo unspecified) | 18 | 1

Granule exo inh, what is marked active above
TLR9-MyD88 block | ABCB6 inh MLPCN | Granule exo inh | MC4R ag barr | aDG glyco up | NOD2 RIPK2 PPI | Vif imaging | ABHD5 PLIN5 PPI | mol | MC4R antagonist | N-glyco inh
-8 | 100 | 86* | 1.4 | -0.8 | 9 | -16 | 3 | CCc1ccc(S(=O)(=O)/N=C2\C=C(Nc3ccc(O)cc3)C(=O)c3ccccc32)cc1 | -25 | -19
